# Screening results from PubChem BioAssay.
# PREPL inh = inhibitors of human prolyl oligopeptidase-like enzyme PREPL | 0.68% of 320,000 active | inhibition, % at 5.96 µM | recombinant PREPL, fluorescence polarization activity-based probe; in the data active means inhibition above about 43%;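 further: 0% = enzyme with DMSO and 100% = wells lacking enzyme; many of its hits are not listed in these tables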
# PAFAH1B3 inh = PAFAH1B3 (human) inhibition; Q15102; recombinant PAFAH1B3, FP-rhodamine probe, fluorescence polarization; inhibition, % at 3.39 µM; 0.28% of 340,000 active; AID 492972;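 active means inhibition above the screen-wide average of all tested compounds plus 3 SD, cut at about 25% in these data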;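 further: 0% = enzyme with DMSO only and 100% = wells lacking PAFAH1B3 protein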
# PAFAH2 FP inh = PAFAH2 (human) inhibition. Q99487. recombinant PAFAH2, FP-rhodamine activity probe, fluorescence polarization. inhibition, % at 3.39 µM. 0.99% of 340,000 active;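 active means inhibition above the mean over all tested compounds plus 3 SD, cut at about 30% in these data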;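 further: inhibitors block probe labeling of enzyme so polarization drops; 0% = enzyme with DMSO and 100% = wells lacking PAFAH2 protein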
# LYPLA2 inh = counter-screen for PME1 inhibitors: inhibitors of human LYPLA2; O95372; recombinant LYPLA2, FP-Rh probe fluorescence polarization; inhibition, % at 5.9 µM; 0.38% of 320,000 active;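 active means inhibition above the screen-wide mean plus 3 SD, limit set per campaign, cut at about 26% in these data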;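 further: 0% = LYPLA2 with DMSO and 100% = wells lacking LYPLA2 enzyme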
# pPAFAH inh = inhibitors of human plasma PAF acetylhydrolase (pPAFAH). Q13093. recombinant pPAFAH, FP-rhodamine probe fluorescence polarization. inhibition, % at 3.39 µM. 1.5% of 330,000 active. AID 463082;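 active means inhibition above the mean inhibition across the screen plus 3 SD, cut at about 25% in these data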;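 further: inhibitors block binding of the rhodamine activity-based probe so polarization drops; 0% = enzyme with DMSO and 100% = wells lacking pPAFAH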
# LYPLA1 counter = LYPLA1 (human) inhibition in PME1 counter-screen; O75608; 0.16% of 320,000 active; AID 2174; recombinant LYPLA1, FP-Rh probe fluorescence polarization; inhibition, % at 5.9 µM;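 active means inhibition above the mean of all tested compounds plus 3 SD, set per campaign, cut at about 14% in these data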;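 further: inhibitors block serine hydrolase probe labeling of LYPLA1 so polarization falls; 0% = enzyme with DMSO and 100% = wells lacking LYPLA1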
# Target sequence (O75608 whole entry, looked up): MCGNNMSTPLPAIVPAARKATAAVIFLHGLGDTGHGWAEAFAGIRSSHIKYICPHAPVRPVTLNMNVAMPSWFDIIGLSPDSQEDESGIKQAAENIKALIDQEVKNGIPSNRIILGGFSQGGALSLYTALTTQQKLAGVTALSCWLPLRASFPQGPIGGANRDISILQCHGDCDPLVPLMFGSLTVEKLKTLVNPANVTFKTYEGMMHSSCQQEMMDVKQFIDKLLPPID
# PAFAH1B2 inh = PAFAH1B2 (human) inhibition. P68402. recombinant PAFAH1B2, FP-rhodamine activity probe, fluorescence polarization. inhibition, % at 3.39 µM. 1.2% of 340,000 active. AID 492953;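 active means inhibition above the mean of all tested compounds plus 3 SD, cut at about 24% in these data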;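 further: 0% = enzyme with DMSO and 100% = wells lacking PAFAH1B2; many of its hits are not listed in these tables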
# PAD4 inh = blocks human protein arginine deiminase 4; AID 485272; recombinant PAD4, RCA probe fluorescence polarization; inhibition, % at 6.36 µM; 0.41% of 330,000 active;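 active means percent inhibition above a cutoff equal to the mean of all tested compounds plus 3 SD, cut at about 15% in these data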;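 further: 0% = PAD4 with RCA probe and DMSO and 100% = probe without PAD4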
# Target sequence (Q9UM07 whole entry, looked up): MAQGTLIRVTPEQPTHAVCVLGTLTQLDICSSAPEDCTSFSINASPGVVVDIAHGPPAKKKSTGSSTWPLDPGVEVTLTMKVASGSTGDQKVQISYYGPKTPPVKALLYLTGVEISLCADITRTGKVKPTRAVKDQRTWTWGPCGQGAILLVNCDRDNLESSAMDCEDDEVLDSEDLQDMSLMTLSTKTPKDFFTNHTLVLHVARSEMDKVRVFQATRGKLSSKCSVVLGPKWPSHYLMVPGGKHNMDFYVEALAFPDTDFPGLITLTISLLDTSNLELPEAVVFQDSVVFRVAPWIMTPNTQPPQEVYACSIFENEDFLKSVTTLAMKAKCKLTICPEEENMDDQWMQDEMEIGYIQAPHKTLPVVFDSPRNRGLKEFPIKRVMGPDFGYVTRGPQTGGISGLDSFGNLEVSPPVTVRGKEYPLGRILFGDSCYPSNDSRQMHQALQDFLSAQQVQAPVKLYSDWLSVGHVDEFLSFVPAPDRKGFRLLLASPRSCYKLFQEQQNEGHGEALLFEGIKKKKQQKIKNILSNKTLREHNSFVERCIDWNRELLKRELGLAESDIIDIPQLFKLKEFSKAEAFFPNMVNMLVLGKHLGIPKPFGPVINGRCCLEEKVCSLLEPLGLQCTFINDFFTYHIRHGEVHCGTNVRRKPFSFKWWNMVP
# GSTO1 counter = counter-screen for RBBP9 inhibitors: inhibitors of human GSTO1. P78417. recombinant GSTO1, activity-based probe fluorescence polarization. inhibition, % at 5.96 µM. 1.1% of 300,000 active;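 active means inhibition above the campaign mean inhibition plus 3 SD, cut at about 35% in these data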;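 further: 0% = GSTO1-1 with DMSO and 100% = wells lacking GSTO1-1 enzyme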
# Active calls of the source: *; . = no result given. Only part of the results is shown; the hit share may differ from the screen's.
SMILES,PREPL inh,PAFAH1B3 inh,PAFAH2 FP inh,LYPLA2 inh,pPAFAH inh,LYPLA1 counter,PAFAH1B2 inh,PAD4 inh,GSTO1 counter
CC(NC(=O)c1cc(Br)ccc1Cl)c1ccccc1 (stereo unspecified),-9.1,4.0,-1.8,12.6,-4.0,3.8,-1.2,-6.3,9.1
CC(=O)Nc1ccc(S(=O)(=O)Nc2cccc(-c3csc(C)n3)c2)cc1,-3.6,13.8,0.5,16.8,-2.0,0.2,0.3,-2.6,-3.4
CN(CCc1nc2ccc(Cl)cc2[nH]1)Cc1nc(CC2CC2)no1,8.5,-3.0,2.5,-5.0,1.4,-1.3,2.7,-3.9,-7.1
C=CCn1c(SCC(=O)Nc2ccc(Cl)cn2)nnc1C1CC1,-0.7,0.3,-4.3,-3.7,0.3,3.0,4.5,1.5,3.6
Cc1cccc(NC(=O)C2CCCN2C(=O)Oc2ccccc2)c1C (stereo unspecified),-3.7,1.0,2.6,3.5,1.4,3.9,3.9,-6.6,2.5
CCC(C)N(CCNC(=O)c1ccc2c(c1)NC(=O)c1ccccc1S2)C1CCCCC1 (stereo unspecified),13.9,8.5,-6.2,1.5,1.9,-3.1,1.0,-3.8,6.2
O=C(COc1ccccc1/C=C1/NC(=O)NC1=O)Nc1ccccc1,1.4,4.2,-11.2,2.7,2.8,0.2,3.0,-0.2,-2.0
CCOC(=O)C1=C(C)Nc2nc(C)nn2C1c1cc(OC)ccc1OC (stereo unspecified),-4.7,2.8,-1.6,0.3,-3.2,1.6,7.6,3.2,-5.2
COc1ccc(-c2sc(NC(C)=O)nc2-c2ccccc2)cc1,37.4,4.3,-0.2,-3.8,4.2,-2.9,-3.6,4.8,-5.4
COc1cc(OC)cc(C(=O)N[C@H](C(=O)OCC(=O)Nc2sccc2C#N)C(C)C)c1,-2.5,4.7,1.9,-2.5,10.3,1.6,8.2,-5.5,5.6
Cc1ccc(C(=O)NCCOc2cccc3cccnc23)cc1Cl,-8.6,-1.1,-3.3,-4.5,-1.8,-1.2,-0.1,-2.1,-0.1
COc1ccc(COC(=O)Nc2cc3c(C(F)(F)F)nn(C)c3s2)cc1,45.2*,-2.6,-3.9,-3.7,1.8,-6.9,0.1,2.4,5.0
CCc1cc2c(N[C@@H](C)C(=O)O)ncnc2s1,-8.1,9.7,-7.8,3.6,0.6,-4.9,2.2,0.8,-2.0
O=C(CCS(=O)(=O)Cc1ccc(Cl)cc1)NCCc1ccccc1,-32.2,-2.6,-2.1,1.5,23.4,-1.7,3.6,-1.9,12.3
Cc1ccccc1C(=O)NC(=S)N(Cc1ccccc1)c1ccccn1,6.9,9.7,10.4,.,-1.1,.,3.1,-2.2,.
COCCN(C(=O)CSc1nc(N)cc(=O)[nH]1)c1c(N)n(Cc2ccccc2)c(=O)[nH]c1=O,0.5,5.2,-1.5,3.9,2.1,0.1,3.6,-0.4,2.7
C=CCN(C(=O)CCC(=O)Nc1cc(C)on1)C(C(=O)NC1CCCC1)c1ccc(OC)cc1OC (stereo unspecified),0.8,9.2,-0.2,1.9,4.0,1.3,6.4,-1.1,4.9
CCOc1cc(/C=C2\C(=O)NN(c3ccccc3)C2=O)cc([N+](=O)[O-])c1O,2.2,10.7,29.1,-3.3,9.0,-2.2,9.2,1.2,14.3
Cc1ccn(CC(=O)N2CCCC(Nc3ccc(F)c(F)c3)C2)n1 (stereo unspecified),15.9,4.4,-1.8,5.3,-1.0,0.2,5.7,2.0,0.0
Cc1ccc(CN=c2c([N+](=O)[O-])nn(-c3ccc(Cl)cc3)n2O)cc1,18.7,0.8,-1.9,3.5,0.9,1.6,1.2,2.7,8.5

# In another format: results already given
# Each structure is followed by: PREPL inh, PAFAH1B3 inh, PAFAH2 FP inh, LYPLA2 inh, pPAFAH inh, LYPLA1 counter, PAFAH1B2 inh, PAD4 inh, GSTO1 counter
CC(NC(=O)c1cc(Br)ccc1Cl)c1ccccc1 (stereo unspecified)
→ -9.1, 4.0, -1.8, 12.6, -4.0, 3.8, -1.2, -6.3, 9.1
CC(=O)Nc1ccc(S(=O)(=O)Nc2cccc(-c3csc(C)n3)c2)cc1
→ -3.6, 13.8, 0.5, 16.8, -2.0, 0.2, 0.3, -2.6, -3.4
CN(CCc1nc2ccc(Cl)cc2[nH]1)Cc1nc(CC2CC2)no1
→ 8.5, -3.0, 2.5, -5.0, 1.4, -1.3, 2.7, -3.9, -7.1
C=CCn1c(SCC(=O)Nc2ccc(Cl)cn2)nnc1C1CC1
→ -0.7, 0.3, -4.3, -3.7, 0.3, 3.0, 4.5, 1.5, 3.6
Cc1cccc(NC(=O)C2CCCN2C(=O)Oc2ccccc2)c1C (stereo unspecified)
→ -3.7, 1.0, 2.6, 3.5, 1.4, 3.9, 3.9, -6.6, 2.5
CCC(C)N(CCNC(=O)c1ccc2c(c1)NC(=O)c1ccccc1S2)C1CCCCC1 (stereo unspecified)
→ 13.9, 8.5, -6.2, 1.5, 1.9, -3.1, 1.0, -3.8, 6.2
O=C(COc1ccccc1/C=C1/NC(=O)NC1=O)Nc1ccccc1
→ 1.4, 4.2, -11.2, 2.7, 2.8, 0.2, 3.0, -0.2, -2.0
CCOC(=O)C1=C(C)Nc2nc(C)nn2C1c1cc(OC)ccc1OC (stereo unspecified)
→ -4.7, 2.8, -1.6, 0.3, -3.2, 1.6, 7.6, 3.2, -5.2
COc1ccc(-c2sc(NC(C)=O)nc2-c2ccccc2)cc1
→ 37.4, 4.3, -0.2, -3.8, 4.2, -2.9, -3.6, 4.8, -5.4
COc1cc(OC)cc(C(=O)N[C@H](C(=O)OCC(=O)Nc2sccc2C#N)C(C)C)c1
→ -2.5, 4.7, 1.9, -2.5, 10.3, 1.6, 8.2, -5.5, 5.6
Cc1ccc(C(=O)NCCOc2cccc3cccnc23)cc1Cl
→ -8.6, -1.1, -3.3, -4.5, -1.8, -1.2, -0.1, -2.1, -0.1

# Going on with the list:
SMILES,PREPL inh,PAFAH1B3 inh,PAFAH2 FP inh,LYPLA2 inh,pPAFAH inh,LYPLA1 counter,PAFAH1B2 inh,PAD4 inh,GSTO1 counter
COc1cccc(Nc2nc(NCCO)nc(N3CCCC3)n2)c1,3.1,16.4,10.1,3.1,2.5,0.1,3.1,-3.5,1.2
COc1cccc(CN(CC(=O)NCc2ccccc2)C(=O)c2csnn2)c1,-4.7,6.5,9.8,6.6,3.3,1.5,4.4,0.3,1.8
Cc1ccsc1/C=N/NC(=O)c1nnn(-c2nonc2N)c1-c1ccccc1,-3.3,7.7,-8.1,-7.9,1.4,-3.1,-3.1,-0.8,-0.5
Cc1cccc(S(=O)(=O)N/N=c2\sc3ccccc3n2C)c1,-12.8,-2.8,-5.5,3.1,-0.1,-1.6,-1.9,-4.5,-4.2
CC1CCN(C(=O)CCc2nc3cc(S(=O)(=O)N(C)C)ccc3n2C)CC1,20.4,8.3,2.4,9.5,0.4,3.5,3.2,-0.1,-0.5
Cc1ccccc1NC(=O)c1csc2c1CCCC2,1.9,9.2,-2.0,6.9,5.6,1.0,7.7,2.4,2.7
COC(=O)c1cc2sc(Cl)cc2n1CC(=O)Nc1ccc(OC)c(OC)c1OC,19.7,4.1,-0.4,-10.1,1.4,-2.4,1.2,-3.8,-2.9
COc1cc(OC)c2c(-c3ccccc3)cc(=O)oc2c1C(CCN1CCOCC1)c1ccc(N(C)C)cc1 (stereo unspecified),.,6.3,-4.5,.,11.7,.,7.6,4.1,.
CC(CCc1ccccc1)N(C)CC(O)c1cccc([N+](=O)[O-])c1 (stereo unspecified),10.2,1.3,-6.1,0.9,2.7,5.3,16.1,-2.6,6.7
Cc1ccsc1-c1nc(CSCC(=O)NCCN2CCCC2)c(C)o1,5.5,-2.2,-0.1,1.6,4.1,1.2,0.8,-8.2,0.4
CSc1ccccc1C(=O)OCC(=O)N1CCCCCC1,9.0,-2.4,-2.3,.,4.4,.,0.0,2.5,.
CCOC(=O)c1cc(C(=O)n2cc(Cl)cn2)nn1C,2.3,-0.8,1.0,-2.6,-2.8,-1.2,-0.1,-1.1,0.4
COc1ccc(NC(=O)CCNS(=O)(=O)c2ccc3c(c2)CC(C)N3C(=O)C2CC2)cc1 (stereo unspecified),11.0,6.0,11.7,6.2,2.7,3.6,7.1,6.1,2.7
COc1ccc(CNC(=O)CCC(=O)Nc2nnc(CC(C)C)s2)cc1,-10.6,9.3,5.5,4.8,4.6,2.7,7.9,1.8,-2.8
O=C(O)C1CC1(c1ccccc1)c1ccccc1 (stereo unspecified),8.6,8.3,2.6,-2.5,-6.0,-0.9,5.8,2.9,7.9
CCCCc1[nH]nc2c1C1(C(=O)N(CC)c3ccccc31)C(C#N)=C(N)O2 (stereo unspecified),16.7,6.7,4.2,4.0,1.3,1.3,2.1,-3.4,-5.9
COc1ccc(-n2nc(C(=O)NCC(=O)N3CCN(Cc4ccccc4)CC3)c3ccccc3c2=O)c(OC)c1,4.8,0.6,-7.9,78.7*,-2.8,35.6*,4.8,-5.2,1.1
Nn1c(SCC(=O)Nc2nccs2)nnc1-c1ccccn1,14.9,-0.9,-1.9,3.3,-0.2,0.2,2.9,-4.0,-8.0
CCNCc1cc(Cl)cc(OC)c1OC(C)C,16.8,5.1,0.7,0.7,-2.5,2.1,-2.6,-0.1,1.3
O=C(NCCCN1CCOCC1)C1CC(=O)N(c2ccccc2)C1 (stereo unspecified),2.7,-0.4,-7.8,-3.3,-7.8,-2.0,6.4,-1.4,5.2
O=C(CCCSc1nc2ccccc2[nH]1)Nc1nnc(-c2ccccc2)o1,-2.8,10.7,-0.2,-0.4,5.7,-0.1,3.8,-4.6,-1.4
C/C(=N\N=C\c1ccc(N(C)C)cc1)c1cccc([N+](=O)[O-])c1,4.5,7.9,2.6,-1.2,-3.8,-4.1,-0.9,-4.2,3.6
Cc1ccc2oc(=O)n(CCC(=O)Nc3ccc(N4CCOCC4)cc3)c2c1,12.4,-1.5,0.8,22.1,4.3,-2.4,-4.3,1.5,2.5
CC(C)c1cccc(C(C)C)c1NC(=O)c1ccccc1,6.9,1.2,0.0,-0.4,-7.1,-0.5,-1.8,-3.3,5.3
CC1C(=O)CCC1(C(=O)O)c1ccccc1 (stereo unspecified),-3.7,9.1,5.2,3.6,5.5,-0.8,-1.1,-5.0,8.5
Cc1cccc(C)c1OCC(=O)Nc1ccccc1C(=O)N1CCOCC1,3.9,3.2,4.0,2.2,5.5,-2.2,-0.1,-5.6,2.0
CCc1ccc(OCC(=O)NCCN(C)C)c(Br)c1,-14.7,3.9,-2.8,4.1,-0.3,3.6,0.1,1.6,2.9
CCN(CC)Cc1ccccc1Sc1ccccc1,2.5,-4.0,-9.1,-2.6,1.7,-0.9,-3.8,-1.9,-2.6
COc1c(N2CCN(C(=S)NCc3ccccc3)C(C)C2)c(F)cc2c(=O)c(C(=O)O)cn(C3CC3)c12 (stereo unspecified),1.8,4.3,13.4,5.2,15.3,0.2,-0.2,-4.9,-1.3
S=C(NCCc1ccccc1)N1CCN(C23CC4CC(CC(C4)C2)C3)CC1,23.3,3.6,-2.1,8.9,4.9,2.9,4.3,-3.7,3.2
